mIAP block: blocks mouse intestinal alkaline phosphatase | purified mouse IAP, CDP-Star luminescence, 30 min | inhibition, % at 10 µM | 330,000 tested, 0.2% active;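 active = inhibition of at least 40% at 10 µM in the primary screen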;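 also: plate controls were DMSO with enzyme for no effect and no enzyme wells for full effect; values of inactives mirror those of a sister screen read the other way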
APOBEC3G inh: blocks human APOBEC3G single-stranded DNA deamination; 330,000 tested, 0.28% active; inhibition, % at 20 µM; recombinant A3G, ssDNA deamination FAM/TAMRA fluorescence; Q9HC16;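 active = inhibition of at least 40% at 20 µM, with no more than 30% in the related APOBEC3A deaminase screen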;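 also: plate controls were DMSO wells with A3G for no effect and wells lacking A3G enzyme for full effect; some compounds called inactive have numbers as strong as hits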
Target sequence (Q9HC16 whole entry, looked up): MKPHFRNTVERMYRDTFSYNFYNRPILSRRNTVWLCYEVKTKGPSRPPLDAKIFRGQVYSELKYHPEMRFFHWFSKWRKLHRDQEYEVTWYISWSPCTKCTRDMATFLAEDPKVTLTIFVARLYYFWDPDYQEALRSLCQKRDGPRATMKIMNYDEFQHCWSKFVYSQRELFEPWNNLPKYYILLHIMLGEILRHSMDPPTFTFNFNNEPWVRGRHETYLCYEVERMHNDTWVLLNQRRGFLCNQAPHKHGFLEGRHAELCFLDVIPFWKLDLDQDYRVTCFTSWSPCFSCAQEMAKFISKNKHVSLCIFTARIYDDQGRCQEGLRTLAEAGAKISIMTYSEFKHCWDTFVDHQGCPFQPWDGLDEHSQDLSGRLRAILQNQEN
hIAP act: human IAP activation. P09923. purified human IAP, CDP-Star luminescence, 30 min; hits give high values; 1 = vehicle-only enzyme, 0 = enzyme-free background. activation factor at 10 µM. 330,000 tested, 0.16% active. AID 2524;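 active = activation factor of the enzyme at least 2-fold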; also: the source names both 10 and 20 µM as test concentration; values of inactives mirror those of a sister screen read the other way
Target sequence (P09923 whole entry, looked up): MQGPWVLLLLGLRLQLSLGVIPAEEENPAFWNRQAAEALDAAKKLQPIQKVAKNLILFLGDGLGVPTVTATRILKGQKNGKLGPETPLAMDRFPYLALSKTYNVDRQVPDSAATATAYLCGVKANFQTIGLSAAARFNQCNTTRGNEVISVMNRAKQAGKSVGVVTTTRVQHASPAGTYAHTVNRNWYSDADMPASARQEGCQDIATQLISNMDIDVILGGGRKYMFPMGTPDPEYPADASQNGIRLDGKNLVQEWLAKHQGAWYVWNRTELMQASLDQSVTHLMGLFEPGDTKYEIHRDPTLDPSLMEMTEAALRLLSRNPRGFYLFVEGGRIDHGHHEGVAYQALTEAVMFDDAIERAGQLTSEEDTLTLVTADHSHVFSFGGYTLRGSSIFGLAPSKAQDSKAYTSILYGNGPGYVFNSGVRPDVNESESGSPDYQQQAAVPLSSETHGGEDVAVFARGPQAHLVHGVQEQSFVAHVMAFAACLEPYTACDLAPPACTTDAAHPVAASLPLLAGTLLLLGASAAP
hIAP block: blocks human intestinal alkaline phosphatase | 330,000 tested, 0.12% active | inhibition, % at 10 µM | AID 2544 | P09923 | purified IAP, CDP-Star luminescence, 30 min;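 active = inhibition reaching a set limit with compound at 10 µM in the primary screen, cut at about 35% in these data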;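 also: plate controls were DMSO wells with enzyme for no effect and no-enzyme buffer wells for full effect; values of inactives mirror those of a sister screen read the other way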
NR3A LBD binder: modulators (binders) of human NR3A ligand-binding domain; NR3A LBD differential scanning fluorimetry, Tm shift; 0% = protein alone, 100% = glycine-bound protein; Tm shift relative to glycine control, % at 25 µM; 340,000 tested, 2.5% active;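 active = melting temperature shift of at least 10% of the positive control shift, at one fixed dose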
MIN6 prolif: MIN6 beta-cell proliferation induction; MIN6 cells proliferation, ATPlite luminescence, 48 h; cells starved in 0.2% serum; 100% = growth in 10% serum; AID 2380; proliferation, % at 10 µM; 330,000 tested, 0.29% active;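 active = compounds whose signal lies at least 3.5 SD above the mean of all wells on their plate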;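 also: 0% = DMSO-treated cells in low-serum medium and 100% = 10% serum control; some compounds called inactive have numbers as strong as hits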
mIAP act: increases mouse intestinal alkaline phosphatase activity | muIAP, CDP-Star luminescence, 30 min; hits give high values; 1 = vehicle-only enzyme signal, 0 = enzyme-free wells | activation factor at 10 µM | 330,000 tested, 0.24% active | AID 2805;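 active = activation factor of at least 2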; also: the source names both 10 and 20 µM as test concentration; values of inactives mirror those of a sister screen read the other way
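System: Mouse IAP enzyme | Also added: CDP-Star substrate | Dosing: Compounds dispensed in DMSO | Schedule: 30 min enzyme-substrate-compound incubation at room temperature | Technique: Chemiluminescence readout | Control set: DMSO-only wells and no-enzyme negative control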
MPTP block: inhibitors of mitochondrial permeability transition pore; isolated mouse mitochondria, Ca2+ swelling absorbance, 30 min; inhibition, % at 10 µM; 360,000 tested, 1.4% active; AID 602449;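 active = inhibition of 50% or more, scaled per plate between neutral and stimulator controls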;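 also: 0% = DMSO wells given calcium and 100% = 1 mM EGTA wells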
A3A deaminase: human APOBEC3A DNA deaminase inhibition; AID 493011; 330,000 tested, 0.41% active; recombinant A3A, FAM/TAMRA ssDNA deamination fluorescence; inhibition, % at 20 µM;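 active = at least 40% inhibition at 20 µM here, with at most 30% in a related deaminase screen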;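 also: plate controls were A3A with DMSO for no effect and wells lacking A3A enzyme for full effect; some results filed as inactive read as strong as hits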
* hit, by the source's call; · = no result given.

The opening 3 entries as a preview:
SMILES,mIAP block,APOBEC3G inh,hIAP act,hIAP block,NR3A LBD binder,MIN6 prolif,mIAP act,MPTP block,A3A deaminase
OC(CNCCc1ccc(C(F)(F)F)cc1)COC(c1ccccc1)c1ccccc1 (centres undefined),-5,-7,1.1,-7,-4,-7,1.1,3.9,-1
CC(=O)C1=C(O)C(=O)N(c2ccc(O)cc2)C1c1ccc(C)cc1 (centres undefined),8,0,1,-1,0,2,0.92,1.0,-4
O=C(NCCc1csc(-c2ccc(Cl)cc2)n1)c1ccco1,7,-4,1.3,-31,-2,-1,0.93,-0.6,0

Results, from the first entry:
SMILES,mIAP block,APOBEC3G inh,hIAP act,hIAP block,NR3A LBD binder,MIN6 prolif,mIAP act,MPTP block,A3A deaminase
OC(CNCCc1ccc(C(F)(F)F)cc1)COC(c1ccccc1)c1ccccc1 (centres undefined),-5,-7,1.1,-7,-4,-7,1.1,3.9,-1
CC(=O)C1=C(O)C(=O)N(c2ccc(O)cc2)C1c1ccc(C)cc1 (centres undefined),8,0,1,-1,0,2,0.92,1.0,-4
O=C(NCCc1csc(-c2ccc(Cl)cc2)n1)c1ccco1,7,-4,1.3,-31,-2,-1,0.93,-0.6,0
CCCCn1c(SCn2nnc3ccccc3c2=O)nc2cc(S(N)(=O)=O)ccc21,10,-5,0.94,6,0,-3,0.91,1.4,-3
O=C(CCn1nc(-c2ccc(Cl)cc2)ccc1=O)N1CCN(c2ccc(F)cc2)CC1,13,1,0.83,17,3,-6,0.87,0.1,0
COCCCNC(=S)NNC(=O)c1csc2ccccc12,12,-8,1.6,-63,3,0,0.88,-2.4,-3
COC(=O)c1cccc(C(=O)N2CCCC(CNC(=O)c3ccccc3Cl)C2)c1 (centres undefined),-8,-1,1,-4,-2,-2,1.1,0.0,-2
Cc1nnsc1C(=O)N1CCN(c2ccc(C#N)cn2)CC1,4,-8,1.1,-8,0,-2,0.96,1.0,-4
CNS(=O)(=O)c1ccc(NC(=O)Nc2cccc(F)c2)cc1,-66,-8,1.5,-51,-4,-1,1.7,-0.5,-1
CCOC(=O)C1CCCN(C(=S)Nc2cccc(Cl)c2C)C1 (centres undefined),4,-4,0.99,1,4,-1,0.96,-8.8,-3
O=C(O)c1n[nH]nc1-c1ccccc1,2,-2,0.84,16,0,-1,0.98,-1.5,-1
Cc1ccc(C)c(NC(=O)Cn2nnc(C(=O)NCc3cccs3)c2N)c1,-19,-6,1.1,-14,0,-1,1.2,-0.9,-3
COc1ccccc1/C=C/CN1CCSCC1,-4,-6,1,-1,2,2,1,0.7,-1
COc1ccccc1CNC(=O)c1ccc2c(=O)n(CCCN3CCCC3=O)c(=S)[nH]c2c1,-7,-5,1.1,-5,-1,-2,1.1,1.2,-3
COc1ccccc1CNC(=O)CCCc1nnc2n(C)c(=O)c3sccc3n12,2,2,1.1,-12,-2,-1,0.98,0.0,0
Cc1cccc(NC(c2ccc(C)s2)c2ccc3ccc(C)nc3c2O)n1 (centres undefined),2,-7,1.3,-33,-2,0,0.98,0.3,3
Cc1ccc(S(=O)(=O)N2CCC(C(=O)NCc3ccncc3)CC2)cc1,-6,0,1.2,-19,0,-4,1.1,0.1,2
CC(=O)Nc1ccc(OCc2cccc([N+](=O)[O-])c2)cc1,-2,-2,0.75,25,-1,5,1,-0.7,-3
COc1ccc(C(=O)OCC(=O)c2ccc3c(c2)NC(=O)CO3)cc1OC,0,-6,1.1,-6,0,2,1,0.5,-1
COc1ccc(F)cc1S(=O)(=O)N1CCC2(CC1)OCCN2S(=O)(=O)c1ccccc1,2,-8,0.83,17,0,0,0.98,-0.1,-4

Complete entries, quoted from the list.
COc1ccccc1CNC(=O)CCCc1nnc2n(C)c(=O)c3sccc3n12 is entered as mIAP block = 2; APOBEC3G inh = 2; hIAP act = 1.1; hIAP block = -12; NR3A LBD binder = -2; MIN6 prolif = -1; mIAP act = 0.98; MPTP block = 0.0; A3A deaminase = 0
COc1ccccc1CNC(=O)c1ccc2c(=O)n(CCCN3CCCC3=O)c(=S)[nH]c2c1 is entered as mIAP block = -7; APOBEC3G inh = -5; hIAP act = 1.1; hIAP block = -5; NR3A LBD binder = -1; MIN6 prolif = -2; mIAP act = 1.1; MPTP block = 1.2; A3A deaminase = -3

Carrying on.
SMILES,mIAP block,APOBEC3G inh,hIAP act,hIAP block,NR3A LBD binder,MIN6 prolif,mIAP act,MPTP block,A3A deaminase
CCC(CC)C(=O)OCC(=O)Nc1cc(OC)c([N+](=O)[O-])cc1C,-1,0,0.97,3,-1,0,1,2.4,2
CCCCOc1ccc(CC(=O)NCC(=O)O)cc1,9,-2,1.1,-8,1,0,0.91,-0.3,2
CCOC(=O)c1cnc(-c2ccccc2O)nc1Cl,10,2,0.96,4,0,0,0.9,1.0,0
COc1ccc(C(=O)Nc2ccc(NC(=O)c3cccc(OC)c3)cn2)cc1,9,-9,0.97,2,38*,-2,0.91,1.5,-1
CNc1nc(SCc2ccccc2Cl)nc2c1CCCC2,1,-6,0.87,13,-9,-7,0.99,3.5,-5
Cc1cccc(Oc2ncnc3onc(C)c23)c1C,-11,7,0.95,5,0,-2,1.1,0.4,3
COCCn1c(-c2ccc(SC)cc2)nc2c1c(=O)[nH]c(=O)n2CC(C)C,-1,3,0.89,11,-1,0,1,0.0,0
COC(=O)c1ccc(/C=C/C(=O)OCC(=O)NCc2cccs2)cc1,4,-2,1.1,-10,0,-1,0.96,0.6,-1
CCN(CC(=O)NCc1ccc(Cl)cc1)C(=O)CSCC(=O)Nc1ccc(C)cc1,-8,-3,1.1,-11,4,-4,1.1,-1.1,4
CC(=O)Nc1ccc(C(=O)COC(=O)c2cccs2)c(F)c1,-7,-4,0.94,6,5,-5,1.1,-1.1,-2

(more compounds)
Results follow in this order: mIAP block, APOBEC3G inh, hIAP act, hIAP block, NR3A LBD binder, MIN6 prolif, mIAP act, MPTP block, A3A deaminase
Cc1ccc(-c2nnn3c2nc(NC(C)C)c2ccccc23)cc1
    -58, 0, 1.2, -15, 23*, -4, 1.6, 2.5, 3
COc1ccc(S(=O)(=O)N2CCCC2C(=O)Nc2nc3c(s2)CCCC3)cc1 (centres undefined)
    -16, -6, 0.74, 26, -3, -1, 1.2, -0.9, 1
CC1CC1C(=O)Nc1nc(-c2ccccc2)cs1 (centres undefined)
    -2, -3, 0.93, 7, 2, -4, 1, -1.3, -4
Cc1ccc(-c2ccc(SCC(=O)N3CCc4ccccc43)nn2)cc1
    8, -6, 1, -3, ·, 0, 0.92, ·, -2
CN(C)CCCN(C(=O)COc1ccccc1)c1nc2cc3c(cc2s1)OCCO3
    -7, -4, 1.1, -9, 2, 2, 1.1, -1.9, 3
CCOCC(=O)Nc1c(C(=O)Nc2ccc3c(c2)OCCO3)oc2ccccc12
    5, -8, 0.9, 10, -5, 1, 0.95, -3.1, 1
CCN(N)C(=S)Nc1ccc(F)cc1
    3, -6, 0.79, 21, -1, 1, 0.97, 0.6, -2
O=C(NCC(c1ccco1)N1CCCCC1)c1cccnc1 (centres undefined)
    -4, -5, 0.92, 8, 2, -4, 1, 0.2, 0
CC(C)/C=C1\CCCCC1N(C)C(=O)NC(C)C (centres undefined)
    -1, -8, 1.1, -13, -1, -3, 1, -1.3, -2
Cc1ccc(S(=O)(=O)CC(=O)Nc2ccc(S(=O)(=O)Nc3onc(C)c3C)cc2)cc1
    -2, 0, 0.91, 9, -1, -4, 1, -0.3, 2
CC(C)[C@H]1CN(C)CCN1Cc1cn(C)nc1-c1cccc(Cl)c1
    -6, 1, 0.99, 1, 0, -3, 1.1, 0.5, 4
COc1ccc(CNCc2cc(C)c(OC)cc2C)c(OC)c1
    -7, -5, 1, -1, -1, 1, 1.1, -0.2, -5
CN(C)CCN=Cc1c(O)n(-c2ccc(S(=O)(=O)N3CCOCC3)cc2)c(=O)c2ccccc12
    -2, -9, 1.1, -12, 14*, -2, 1, -0.8, -2
O=c1c(Cl)c(NCc2ccc(F)cc2)cnn1C12CC3CC(CC(C3)C1)C2
    -3, -6, 0.87, 13, -5, 0, 1, 0.4, -1
O=S(=O)([N-]c1nc2ccccc2nc1-[n+]1ccc(-c2ccncc2)cc1)c1ccccc1
    5, -17, 1.1, -12, -3, -2, 0.95, -0.1, -9
NC(=O)C1CCN(C(c2ccccc2)c2nnnn2C2CCCC2)CC1 (centres undefined)
    -7, 3, 1, -2, -2, -2, 1.1, -0.6, 2
COC(=O)C1CSc2[nH]c(=O)sc2C1c1ccc(OC)c(OC)c1 (centres undefined)
    6, 2, 0.92, 8, 0, -2, 0.94, 18, 0
Cc1ccc(NC(=O)COC(=O)C2CCN(c3ccc(C(F)(F)F)cn3)CC2)cc1C
    -8, 4, 1.2, -20, 12*, -6, 1.1, -0.3, 9
CC1CCCC(NC(=O)CCCn2ncn3c(cc4occc43)c2=O)C1C (centres undefined)
    -7, -8, 0.95, 5, 4, 7, 1.1, 1.6, -7
CC(=O)Nc1ccc(S(=O)(=O)N2CCN(C(=O)c3ccccc3F)CC2)cc1
    2, -4, 0.9, 10, 1, -2, 0.98, -2.7, -1
CCN(CC)S(=O)(=O)c1ccc(OC)c(NC(=O)c2ccc(=O)[nH]c2)c1
    -7, -4, 1, -1, 0, -3, 1.1, -0.1, 2
CC(=O)C1C(c2cccc(F)c2)NC(=O)NC1(O)C(F)(F)F (centres undefined)
    5, -8, 1, -3, 1, -1, 0.95, 2.4, -2
Cc1ccc(C23CC4CC(CC(C(=O)N5CCN(C)CC5)(C4)C2)C3)cc1
    -3, 0, 1, -3, -1, -3, 1, 1.4, 6
CCCNC(=O)CCc1c(C)nc2nc(-c3cc(OC)cc(OC)c3)nn2c1C
    1, 1, 0.97, 3, 2, 0, 0.99, 1.6, 5
C[C@H](CO)N1C[C@H](C)[C@@H](CN(C)S(=O)(=O)c2cccs2)Oc2c(NC(=O)CCC(F)(F)F)cccc2C1=O
    10, -1, 0.93, 7, -2, 0, 0.9, 0.0, 1
Cc1cc(/C=C(\C#N)c2nnc(N3CCOCC3)n2-c2ccccc2)c(C)n1-c1ccccc1
    -4, -8, 0.99, 1, ·, 0, 1, ·, 2
COc1cc(NC(=O)C2CSC3(C)CCC(=O)N23)c(OC)cc1Cl (centres undefined)
    3, -8, 1, -4, 4, -1, 0.97, -1.6, 1
Cc1nc2c(=O)n(-c3ccc(F)c(Cl)c3)nc(C)c2s1
    3, -2, 0.95, 5, 0, 1, 0.97, 0.9, 0
CCC[C@@H](CN1CCC[C@H]1CN1C(N)=NC[C@@H]1Cc1ccccc1)N1C[C@@H](Cc2ccccc2)N(CCCC2CCCC2)C1=N
    -45, -2, 1, 0, -5, -6, 1.5, 3.0, -4
Cc1cccc(N=Nc2c(C)nn(-c3ccccc3)c2N)c1C
    20, 0, 0.95, 5, -5, -3, 0.8, 2.7, -2
O=C(NCc1ccccc1)C1CCC(CNS(=O)(=O)c2cccs2)CC1 (centres undefined)
    -3, -2, 1.2, -16, 0, 0, 1, -0.4, -2

Screening results: PubChem, Sanford-Burnham Center for Chemical Genomics
